D3 ag – D3 dopamine receptor (human) agonism | actives 0.58% (n = 410,000) | AID 652048 | D3R DiscoveRx beta-arrestin cells, luminescence, 90 min | max activation, %; in the data active = max activation above about 30%; also: 0% is about no effect; mostly tested at two doses, the higher about 12 µM
Target sequence (P35462 whole entry, looked up): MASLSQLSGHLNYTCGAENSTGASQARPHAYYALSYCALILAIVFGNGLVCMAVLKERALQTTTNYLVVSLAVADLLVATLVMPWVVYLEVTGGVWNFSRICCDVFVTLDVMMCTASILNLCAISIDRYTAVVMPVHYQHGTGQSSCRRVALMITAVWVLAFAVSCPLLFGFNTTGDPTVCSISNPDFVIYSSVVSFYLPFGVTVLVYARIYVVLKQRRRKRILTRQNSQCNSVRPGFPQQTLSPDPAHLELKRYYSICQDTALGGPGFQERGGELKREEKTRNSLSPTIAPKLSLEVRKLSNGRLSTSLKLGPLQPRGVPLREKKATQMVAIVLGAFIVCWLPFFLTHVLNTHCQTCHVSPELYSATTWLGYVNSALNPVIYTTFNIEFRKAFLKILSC
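Cells at 1500/well, incubated overnight, then treated with pinned compounds (dopamine as control) for 90 min at 37 degrees C. DiscoveRx reagent added for 30 - 60 minutes at room temperature; luminescence read.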
GLP1R ag – GLP-1 receptor (human) agonism; P43220; HEK293 GLP-1R CRE-luciferase, luminescence, 4-6 h; cells express a hypersensitive GLP-1R form; Potency, µM (titrated, usually from 45.6 µM), for inactives: at the highest dose activation, hits mostly activators; actives 0.007% (n = 380,000); AID 624172; also: potency is read from the fitted curve at half-maximal effect; % of control where 0% means no effect
Target sequence (P43220 whole entry, looked up): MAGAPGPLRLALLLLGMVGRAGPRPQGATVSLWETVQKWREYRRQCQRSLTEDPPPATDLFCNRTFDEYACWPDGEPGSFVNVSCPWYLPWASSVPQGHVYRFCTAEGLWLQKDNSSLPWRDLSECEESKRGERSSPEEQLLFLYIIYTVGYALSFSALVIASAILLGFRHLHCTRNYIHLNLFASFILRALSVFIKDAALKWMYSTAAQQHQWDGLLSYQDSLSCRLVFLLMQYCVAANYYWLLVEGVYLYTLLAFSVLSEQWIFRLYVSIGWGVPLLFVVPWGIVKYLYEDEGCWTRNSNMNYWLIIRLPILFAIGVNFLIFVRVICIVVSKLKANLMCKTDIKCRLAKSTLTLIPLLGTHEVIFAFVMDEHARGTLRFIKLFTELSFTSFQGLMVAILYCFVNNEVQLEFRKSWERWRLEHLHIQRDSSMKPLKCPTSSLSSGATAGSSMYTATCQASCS
KB-3-1 tox – KB-3-1 parental cell cytotoxicity. Potency, µM (titrated, usually from 46.1 µM), for the others: top-dose activity change, negative = cytotoxic, usual class: cytotoxic. KB-3-1 viability, CellTiter-Glo ATP luminescence, 72 h. actives 1.4% (n = 400,000); also: potency is read from the fitted curve at half-maximal effect; % is scaled to controls: 0 for no effect and ±100 for the full control effect; nearly all actives have a fitted effect of over 60% in size
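Using CellTiter-Glo luminescence, growth of non-resistant KB-3-1 adenocarcinoma cells is assessed 72 h after pin-tool compound addition at 37 °C. Normalized responses across the concentration series yield fitted curves.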
D3 antag – D3 dopamine receptor (human) antagonism | D3R cells, DiscoveRx beta-arrestin luminescence, antagonist mode; active compounds read low | max response, negative = inhibition, % | actives 2.5% (n = 360,000) | AID 652054; in the data active = max response below about -50%; inconclusive = no clear call, values can overlap the other calls; also: % is scaled to controls: 0 for no effect and ±100 for the full control effect; mostly tested at two doses, the higher about 12 µM
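Cells expressing the human receptor were seeded at 1500 cells/well, incubated overnight at 37 degrees C in 5% CO2, then exposed to library compounds with dopamine controls for 90 minutes at 37 degrees C before luminescent detection.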
HT1080 IDH1KD tx – kills HT-1080 cells with IDH1 knockdown | HT-1080 IDH1 knockdown viability, ATP luminescence, 48 h | Potency, µM (titrated, usually from 46.1 µM), for inactives: at the top dose activity, negative = toxicity, actives largely listed as cytotoxic | actives 2% (n = 360,000);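 also: potency is read from the fitted curve at half-maximal effect; 0% = DMSO wells and -100% = cell-free medium wells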
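Using the IDH1-knockdown HT-1080 line run in the same batch and compound series as the NT line, viability after 48 h at 37 °C was determined by CellTiter-Glo luminescence and expressed as % activity.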
IL-1B inflam inh – inflammasome signaling inhibition, IL-1 beta readout; THP-1 LPS/ATP IL-1B secretion, AlphaLISA, 16 h; active compounds read low; actives 4.7% (n = 360,000); AID 743279; activity change, % at 57.5 µM; in the data active = activity change below about -50%; inconclusive = mostly about -30% to -49%; also: % is scaled to controls: 0 for no effect and ±100 for the full control effect
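THP-1 cells pretreated 1 hr with compounds (up to 57.5 uM final), then stimulated with LPS (250 ng/mL final) plus ATP (1.25 mM final); secreted IL-1B measured by AlphaLISA after 16 hr, decreased signal indicating inhibition.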
KB-V1 MDR tox – kills drug-selected multidrug resistant KB-V1 cells; KB-V1 MDR cells viability, CellTiter-Glo, 72 h; Potency, µM (highest dose often 46.1 µM), without a hit: top-dose activity change, negative = cytotoxicity, actives largely listed as cytotoxic; actives 3.4% (n = 400,000); AID 1347076; also: potency is read from the fitted curve at half-maximal effect; % is scaled to controls: 0 for no effect and ±100 for the full control effect; nearly all actives have a fitted effect of over 60% in size
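Readout: CellTiter-Glo luminescence, 10 min after addition. Cells: KB-V1 MDR subline, 72 h at 37 degrees C with compound. Analysis: corrected, normalized data fitted to concentration-effect curves.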
HT1080-NT tox – kills 2HG-producing HT-1080-NT fibrosarcoma cells; HT-1080-NT fibrosarcoma viability, CellTiter-Glo ATP luminescence, 48 h; Potency, µM (top dose mostly 46.1 µM), without a hit: at the highest dose activity, negative = less viability, hits mostly cytotoxic; actives 1.6% (n = 360,000); AID 686970;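 also: NT is the 2HG producing partner of a matched IDH1 knockdown line; potency is read from the fitted curve at half-maximal effect; 0% = DMSO-treated cells and -100% = media-only wells without cells; nearly all actives have a fitted effect of over 55% in size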
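A 48-hour cytotoxicity screen used HT-1080-NT cells plated 2 hours before compound delivery. ATP-based CellTiter-Glo luminescence measured viability, normalized to DMSO and no-cell controls.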
SW480 rereplic – induces DNA re-replication in SW480 colon adenocarcinoma cells; SW480 DNA re-replication, Hoechst DNA content imaging, 48 h; actives 1.8% (n = 340,000); Potency, µM (doses to about 46.1 µM), for inactives: at the top dose re-replication activation, most hits filed as activators; also: potency is read from the fitted curve at half-maximal effect; % of control where 0% means no effect; nearly all actives have a fitted effect of over 55% in size
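Per well, 250 cells were exposed to pinned compound for 48 hr. Nuclear DNA was visualised with Hoechst (40 min, 37 C) and total object intensity recorded by fluorescence scanning.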
The depositor's hits bear a star; i = inactive; u = inconclusive; x = no result given; & = joins results of further samples; [ ] = remark or other dose. Unless noted, calls follow the shape of the dose curve; as a rule, active = well fitted curve in the direction sought with a large enough effect; inconclusive = small, poorly fitted or top-dose-only effect, or another doubt; inactive = no such curve, though single readings can be large; an effect the other way counts as inactive or inconclusive.

SMILES	D3 ag	GLP1R ag	KB-3-1 tox	D3 antag	HT1080 IDH1KD tx	IL-1B inflam inh	KB-V1 MDR tox	HT1080-NT tox	SW480 rereplic
COc1ccc(NC(=O)CN(c2ccc(OC)cc2)S(=O)(=O)c2ccc(OC)c(OC)c2)cc1	9	7%	12%	8	-7%	13	2%	8%	u
O=C(COC(=O)C1CCC1)NCc1ccc(Cl)cc1Cl	1	-13%	-4%	21	14%	-7	7%	6%	-5%
COc1ccc(OC)c(NC(=O)CSc2ccnc(=O)[nH]2)c1	8	1%	9%	x	x	x	2%	x	x
O=C(COC(=O)c1cccc(Br)c1)Nc1cccc(S(=O)(=O)N2CCCCC2)c1	0	14%	23%	22	0%	3	10%	0%	x
Cc1ccc(SCC(=O)NCc2ccccc2C)cc1	-3	15%	1%	1	-3%	6	13%	2%	-7%
NC(=O)c1ccc(NCCc2ccco2)cc1	1	5%	-1%	11	3%	-18	-23%	21%	x
OCCN1CCN(CCOc2cccc(Cl)c2)CC1	40*	-5%	12%	u	0%	17	0%	4%	1%
COc1ccc(Oc2nc(SC)nc3ccsc23)cc1	-2	8%	u	11	u	12	u	-28%	u
Cn1[nH]c(=O)c(Cl)c(Cl)c1=O	3	4%	1%	64	16%	24	0%	15%	-1%
O=C(O)CN(Cc1ccccc1)S(=O)(=O)c1ccc2c(c1)OCCO2	-13	5%	-3%	2	-1%	-2	-4%	-1%	-11%

Grouped by structure, the compounds so far containing an aryl thioether with sulfur outside any ring.
SMILES	D3 ag	GLP1R ag	KB-3-1 tox	D3 antag	HT1080 IDH1KD tx	IL-1B inflam inh	KB-V1 MDR tox	HT1080-NT tox	SW480 rereplic
COc1ccc(OC)c(NC(=O)CSc2ccnc(=O)[nH]2)c1	8	1%	9%	x	x	x	2%	x	x
Cc1ccc(SCC(=O)NCc2ccccc2C)cc1	-3	15%	1%	1	-3%	6	13%	2%	-7%
COc1ccc(Oc2nc(SC)nc3ccsc23)cc1	-2	8%	u	11	u	12	u	-28%	u

Additional records.
SMILES	D3 ag	GLP1R ag	KB-3-1 tox	D3 antag	HT1080 IDH1KD tx	IL-1B inflam inh	KB-V1 MDR tox	HT1080-NT tox	SW480 rereplic
COC(=O)c1ccccc1NC(=O)C1CC(c2ccc(F)cc2)=NO1 (stereo not drawn)	4	28%	-7%	-22	1%	-13	u	0%[9.24 µM]	-2%
CC1CCCCN1C(=O)COC(=O)c1cc(Cl)c2c(c1)OCO2 (stereo not drawn)	1	4%	4%	-4	1%	11	0%	1%	-24%
CON=C1CCN(c2ncc(C(F)(F)F)cc2Cl)CC1	1	-12%	4%	24	17%	-7	4%	9%	-5%
COc1cccc(NC(=O)CN(C)C(=O)CNC(=O)c2ccc3ccccc3c2)c1	1	-1%	u	6	-23%	-100*	u	-1%	-4%
COc1ccc(C(=O)N/N=C(\Cc2ncc[nH]2)c2ccccc2)cc1	-4	-1%	-10%	3	u	42	u	u	9.2µM*
O=C1CCC(C(=O)N2CCCCCCC2)CN1Cc1cccc(C(F)(F)F)c1 (stereo not drawn)	4	-2%	3%	-6	7%	i	u	7%	-19%
COc1ccc(N(CC(=O)NCCSCc2c(F)cccc2Cl)S(C)(=O)=O)cc1OC	2	6%	4%	30	3%	11	8.2µM*	1%	4%
Cc1nn(-c2ccccn2)c2c1C(=O)CC(C)(C)C2Br (stereo not drawn)	-6	3%	u	5	u	30	u	u	11%
CCOC(=O)C1CCCN(c2cc(C)nc3cc(-c4ccc(Cl)cc4)nn23)C1 (stereo not drawn)	6	-2%	0%	26	-18%	9	-8%	u	-3%
CCN(CC)c1ccc(S(=O)(=O)N2CCOCC2)cc1NC(=O)COC(=O)/C=C/c1ccc(C)o1	3	-3%	-1%	6	-17%	u	u	-19%	-11%
NC(=O)N/C=C1\CCCOC1=O	-2	3%	26%	-3	8%	0	9%	10%	x
COc1ccc(N(CC(=O)NCc2cccs2)S(=O)(=O)c2ccc(C(C)=O)cc2)cc1	5	2%	10%	13	-5%	-1	-15%	1%	x
C[C@@H]1CN([C@@H](C)CO)C(=O)Cc2cc(NC(=O)Nc3ccc4c(c3)OCO4)ccc2O[C@@H]1CN(C)C(=O)NC1CCCCC1	0	-2%	0%	-11	-1%	0	0%	-9%	3%[9.22 µM]
Cc1ccc(C(=O)NN=C2CCCC2)cc1C	7	4%	6%	9	0%	-5	u	-1%	-5%
CC(=O)Nc1ccc(NS(=O)(=O)c2ccc3[nH]c4c(c3c2)CCCCC4)cc1	-2	-3%	-3%	x	x	x	3%	x	x
Cc1ccc(NC(=O)c2sc3nc(N)c(C#N)cc3c2N)cc1	-3	19%	2%	1	-2%	0	2%	-23%	u
Cc1cc(C)cc(NC(=S)NC(=O)CCN2C(=O)c3ccccc3C2=O)c1	1	-1%	0%	0	11%	-18	4%	5%	-2%[9.22 µM]
N/C(=N\OC(=O)c1ccc(Br)o1)c1cccnc1	1	10%	5%	-4	23%	15	4%	u	-2%
Cc1cc(C)cc(Nc2nc3ccc(C)cc3n3cnnc23)c1	-12	6%	0%	-16	-2%	-6	5%	0%	5%
Cc1ccc(NC(=O)CN(C)S(=O)(=O)c2cccc3cccnc23)cc1C	-3	-2%	-25%	17	-1%	-23	-6%	-4%	-2%
OCCN1CCN(c2ncnc3nc[nH]c23)CC1	-2	10%	9%	13	1%	-3	-7%	8%	2%
O=C(Nc1ncccn1)C1c2ccccc2Oc2ccccc21	0	2%	16%	-18	3%	16	u	5%	6%
CC(C)Sc1snnc1-c1ccccc1	4	9%	-5%	1	-2%	-4	-29%	-8%	1%
Cc1noc(C)c1S(=O)(=O)N1CCC(C(=O)NCCN2CCC(C)CC2)CC1	1	-9%	-13%	u	2%	-8	12%	2%	-15%
COc1cc2c(cc1OC)C1c3ccc(OC)c(OC)c3OCC1(O)C2 (stereo not drawn)	6	9%	3%	1	9%	14	10%	11%	-4%
Cc1cccc(C)c1NC(=O)CN1C(=O)COc2ccccc21	-3	-2%	8%	-2	17%	15	-3%	10%	2%
CCc1ccc(C(=O)CN2C(=O)NC(C)(CCc3ccccc3)C2=O)cc1 (stereo not drawn)	5	3%	4%	2	15%	-7	-29%	12%	-7%
COc1ccc(NC(=O)CCN2CCN(S(=O)(=O)c3ccc(OC)cc3)CC2)cc1	-20	4%	-2%	-1	4%	-18	-13%	-3%	2%
Cc1ccccc1NC(=O)c1onc2c1CCCC2	1	-2%	u	-4	-28%	9	u	-9%	-5%[9.22 µM]
CC(C)(C)c1ccc(CSc2nnc(-c3ccccc3NC(=O)c3ccccc3)o2)cc1	1	0%	0%	-13	-2%	25	-17%	7%	-16%
COCCOc1ccc(C(F)(F)F)cc1N	1	-1%	-1%	13	12%	-1	u	9%	-3%
CCc1ccc([C@@H]2C[C@H]3[C@@H](CN2S(=O)(=O)c2ccc(C)cc2)C(=O)C[C@@H](c2ccccc2F)N3S(=O)(=O)c2ccc(C)cc2)cc1	7	-5%	7%	-4	19%	5	11%	0%	x
S=c1[nH]nc(Cn2cnc3ccccc32)n1-c1ccccc1Cl	5	-3%	9%	-16	0%	50	5%	2%	-1%
CN(CCOc1ccccc1)Cc1ccccc1	-1	9%	0%	-117*	1%	-1	0%	22%	x
COc1ccc(NS(=O)(=O)c2ccc(/C=C/C(=O)O)cc2)cc1S(=O)(=O)N1CCOCC1	17	-3%	6%	12	7%	13	8%	19%	-6%
Cc1ccc(C(=O)NC(Cc2c[nH]c3ccccc23)C(=O)O)cc1 (stereo not drawn)	-4	-11%	0%	15	-5%	39	6%	-8%	-5%
O=C(CC1(O)CCCCC1)OC1CCCC1	3	-6%	x	-1	5%	16	x	0%	-3%
O=[N+]([O-])c1cccc(-c2nnc(-c3ccccc3F)o2)c1	4	3%	7%	-1	11%	5	22%	6%	-29%
CC(=O)N1CCN(Cc2nc(-c3cccc(Cl)c3)no2)CC1	-16	14%	10%	30	6%	22	0%	-2%	-4%
CCOC(=O)C1CCN(S(=O)(=O)c2cccc(-c3cn4cccnc4n3)c2)CC1	7	-4%	-10%	18	-6%	-27	-16%	-14%	-6%
Cc1cccc(CC(=O)Nc2c(C(=O)Nc3cccc(F)c3)oc3ccccc23)c1	2	0%	-27%	x	x	x	-6%	x	x
C[C@H](CO)N1C[C@H](C)[C@H](CN(C)S(C)(=O)=O)OCc2cnnn2CCCC1=O	-2	13%	17%	-1	13%	26	1%	17%	x
COc1ccc(CC(=O)N[C@@H](CCSC)C(=O)N2CCC3(CC2)NCCc2[nH]cnc23)cc1	0	-3%	-12%	15	5%	-8	0%	-5%	-3%
Cc1cc(C)n2nc(C(=O)OCC(=O)Nc3cc(Cl)ccc3C)nc2n1	4	4%	-7%	-17	-6%	-2	0%	-7%	1%
O=[N+]([O-])c1ccc2nc(CN3CCCCC3)[nH]c2c1	-10	11%	6%	8	0%	2	6%	-5%	4%
O=C(O)c1ccc(/C=C2\SC(=S)N(Nc3ccccc3)C2=O)cc1	5	0%	-5%	-11	4.6µM*	44	11%	u	-11%
CCOC(=O)c1cc2c(=O)n3ccccc3nc2n(C)c1=NC(=O)c1c(-c2c(F)cccc2Cl)noc1C	2&-16	0%	2%&9%	7	2%	10	4%&2%	8%	1.3µM*
CCOc1ccc(OCC)c(NC(=O)Cn2c(C)nc3ccccc3c2=O)c1	9	11%	27%	12	-4%	21	15%	-19%	-98%[inhibitor]
Cc1ccc(C(=O)COC(=O)CNC(=O)c2ccccc2)s1	1	-2%	0%	14	-4%	-15	1%	2%	-15%
Cn1c(CN2CCCC2)nc2cc(NS(=O)(=O)c3ccc(Cl)cc3)ccc21	-19	-2%	-7%	-104*	-1%	-8	-2%	-3%	17%
O=C(NC1CCCC1)C1=COCCO1	1	2%	-12%	2	15%	-13	2%	17%	0%
Cn1c(=O)[nH]c(=O)c2c1nc(N1CCCCC1)n2CCCSc1nc2ccccc2s1	-12	21%	0%	-7	-28%	u	0%	-12%	-8%

Screening data as filed in PubChem.
